Bioassay records from PubChem BioAssay.
KCNK3 block = human KCNK3 channel inhibition, primary screen. CHO-KCNK3 thallium flux, FluxOR fluorescence; hits give low values. AID 602410. O14649. B-score at 10 µM. 0.84% of 340,000 active;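 active = B-score under library mean minus 4 SD, starting fluorescence ratio at most library mean plus 5 SD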;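 also: more negative B-score means stronger inhibition of thallium flux through KCNK3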
Target sequence (O14649 whole entry, looked up): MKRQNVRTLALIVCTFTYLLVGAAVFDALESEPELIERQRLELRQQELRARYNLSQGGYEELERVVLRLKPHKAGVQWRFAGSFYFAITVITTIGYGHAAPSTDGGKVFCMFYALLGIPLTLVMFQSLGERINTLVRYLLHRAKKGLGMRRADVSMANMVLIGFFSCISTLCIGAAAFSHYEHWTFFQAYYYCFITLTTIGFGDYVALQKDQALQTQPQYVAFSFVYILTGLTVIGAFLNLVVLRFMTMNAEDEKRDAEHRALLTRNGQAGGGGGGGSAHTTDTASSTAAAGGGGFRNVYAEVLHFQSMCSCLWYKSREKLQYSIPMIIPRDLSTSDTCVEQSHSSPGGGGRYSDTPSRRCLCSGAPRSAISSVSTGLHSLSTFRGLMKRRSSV
Calls only; i = inactive.

KCNK3 block,smiles
i,C=CCCC(=O)N1C[C@H]2CON(C)[C@H]2C[C@H]1c1ccccc1Br
i,CCN1CCC(O)(C(C(=O)O)c2ccccc2)CC1 (stereo not given)
i,COc1ccccc1NS(=O)(=O)c1ccc(C)c(C(=O)NCC(c2cccs2)N2CCOCC2)c1 (stereo not given)
i,COc1ccc(C(=O)NNC(=O)c2ccc3ccccc3c2)cc1
i,CN(C)c1ccc2c(c1[N+](=O)[O-])Cc1ccccc1-2
i,COc1cc(C2c3cc(O)c(OC)cc3CC(C(=O)O)C2CO)ccc1O (stereo not given)
i,O=C(Cn1cc(COc2cccc([N+](=O)[O-])c2)nn1)c1ccc(O)cc1
i,Cc1cc(O)c2c(c1)CC1C3CCC4CC(=O)CCC4(C)C3CC(=O)C21C (stereo not given)
i,O=c1cc(-c2cccc(F)c2)oc2ccccc12
i,O=C(O)CNC(=O)C1(NC(=O)OCc2ccccc2)CCCC1
i,CC[C@]12c3[nH]c4ccc(Cl)cc4c3CCN1C(=O)[C@@H](CC(=O)NCc1cccc(C(F)(F)F)c1)C[C@@H]2C(=O)N1CCN(C(=O)c2ccco2)CC1
i,Cc1ccc(S(=O)(=O)CCC(=O)OCC(=O)N(C)c2ccccc2)cc1
i,CCCCCCCCNCCS(=O)(=O)NC1CCCCC1
i,O=C(O)C1(Nc2ccc([N+](=O)[O-])cc2[N+](=O)[O-])CCCC1
i,O=C(Cn1cnc2c(OCc3ccccc3)ncnc21)NCCc1c[nH]c2ccccc12

3 entries picked at random from the list so far:
KCNK3 block,smiles
i,O=C(O)CNC(=O)C1(NC(=O)OCc2ccccc2)CCCC1
i,CC[C@]12c3[nH]c4ccc(Cl)cc4c3CCN1C(=O)[C@@H](CC(=O)NCc1cccc(C(F)(F)F)c1)C[C@@H]2C(=O)N1CCN(C(=O)c2ccco2)CC1
i,Cc1ccc(S(=O)(=O)CCC(=O)OCC(=O)N(C)c2ccccc2)cc1

Carrying on:
KCNK3 block,smiles
i,Cc1ccccc1-c1nnc(-c2cccc3ccccc23)o1
i,CCCCn1c(N)c(N(CCC)C(=O)C2CCCC2)c(=O)[nH]c1=O
i,CCOCc1c(C(=O)OCC(=O)Nc2ccccc2C(N)=O)oc2ccccc12
i,Cn1c(=O)c2[nH]c(CSCc3ccccc3)nc2n(C)c1=O
i,Cc1cc([N+](=O)[O-])ccc1NS(=O)(=O)c1ccccc1
i,COc1cc(NC(=O)Cn2cnc(C(=O)Nc3ccc(C)c(C)c3)n2)cc(OC)c1OC
i,COc1ccc(C(C#N)=C2C=CC(=NO)C(C)=C2Cl)cc1
i,[O-][n+]1nc2ccccc2c2ccccc21
i,Oc1ccc2ccccc2c1CNc1ccccc1
i,COC(=O)[C@@]1(Cc2ccccc2)[C@H]2C(=O)N(C)C(=O)[C@H]2[C@H]2CN(C)C(=NCc3ccccc3)N21
i,CC(OC(=O)CC1Sc2ccccc2NC1=O)C(=O)N(C)Cc1ccccc1 (stereo not given)
i,Cc1ccc(S(=O)(=O)N(C)C)cc1NC(=O)c1cc(S(=O)(=O)N2CCCCC2)ccc1N1CCOCC1
i,COc1c(N)c2c(c([N+](=O)[O-])c1OC)C(=O)OC2
i,CC[C@]12c3[nH]c4cc(-c5ccco5)ccc4c3CCN1C(=O)[C@@H](CC(=O)NCCCn1ccnc1)C[C@@H]2C(=O)N1CCN(C(=O)C2CC2)CC1
i,CCN(CC)C(=O)[C@H]1C[C@H](CC(=O)NCCc2ccccn2)C(=O)N2CCc3c([nH]c4cc(CCC(=O)N(C)C)ccc34)[C@]12C
i,Cc1ccc(Cl)cc1N1CCN(C(=O)c2ccccc2SCC(=O)N2CCCC2)CC1
i,C[C@H](O)[C@@H]1C(=O)N2CCc3ccc(-c4ccccc4)cc3[C@@H]2C[C@@H]1N(C)C(=O)c1ccc(C#N)cc1
i,CCOc1cc(N2CCOCC2)c(OCC)cc1NC(=O)C1=COCCO1
i,CCOC(=O)Nc1cc2c(cc1[N+](=O)[O-])-c1ccccc1C2=O
i,O=C1NC[C@H](Cc2ccccc2)N(CC2CCN(CCc3ccc(-c4ccccc4)cc3)CC2)C1=O
i,COC(=O)[C@H](Cc1ccccc1)NC(=O)Cn1cnc(C(=O)Nc2ccc(C)c(C)c2)n1
i,CC[C@]12c3[nH]c4ccc(Cl)cc4c3CCN1C(=O)[C@@H](CC(=O)NCCCN(C)C)C[C@@H]2C(=O)N1CCN(C(=O)C2CC2)CC1
i,Cc1cc(C(=O)CN2C(=O)C(=O)N(C3CCCC3)C2=O)c(C)n1CCc1ccc(F)cc1
i,CC(=O)c1cccc(OC(=O)Oc2cccc(C(C)=O)c2)c1
i,CC[C@]12c3[nH]c4ccc(OC)cc4c3CCN1C(=O)C(CC(=O)NCCc1ccccn1)C[C@@H]2C(=O)N1CCN(C(=O)C2CC2)CC1 (stereo not given in full)
i,CC(C)C[C@@H](CN1CCCC1CN1C(=S)NC[C@@H]1Cc1ccc(O)cc1)N1C[C@H](Cc2ccccc2)N(CC2CCCCCC2)C1=S (stereo not given in full)
i,C=C(CCO)C1=CCN(S(=O)(=O)C(C)(C)C)[C@H]1CCO
i,O=C(Nc1ccc(C(=O)N2CCCC2)cc1)C1CCCC1
i,CN(CCc1ccccc1)C(=O)c1cccc(NC(=O)Cc2cccc(NC(=O)C3CCN(C(=O)c4ccccc4)CC3)c2)c1
i,COc1ccc2[nH]c3c(c2c1)CCN1C(=O)C(CC(=O)NCc2cccc(C(F)(F)F)c2)C[C@H](C(=O)N2CCCCC2)[C@@]31CCc1ccccc1 (stereo not given in full)
i,N#CC(c1ccc(O)cc1)N1CCN(C(C#N)c2ccc(O)cc2)CC1 (stereo not given)
i,Cn1ccc2cc(OCc3ccccc3)ccc21
i,CC(C)CC1CCCC12NC(=O)NC2=O (stereo not given)
i,Cc1onc(-c2c(Cl)cccc2Cl)c1-c1nc2cc(Cl)ccc2c(=O)o1
i,O=C(NCCO)c1c(-c2ccc3c(c2)OCO3)noc1-c1ccsc1
i,COC(=O)C(C(=O)OC)C(CC(=O)c1ccc(Br)cc1)c1ccccc1 (stereo not given)
i,COC(=O)[C@]1(Cc2ccccc2)N[C@H](CN(C)C(=O)c2ccc(C(C)(C)C)cc2)[C@@H]2C(=O)N(Cc3ccccc3)C(=O)[C@@H]21
i,O=C1c2ccccc2CCc2ccccc21
i,c1ccc(Oc2ccccn2)cc1
i,CN1OC[C@@H]2CN(C(=O)C(C)(C)C)[C@H](c3cccc(N4CCOCC4)c3)C[C@@H]21
i,COc1ccc(Br)cc1CN(C)C(=O)c1ccccc1SCC(=O)N1CCCC1
i,Cc1cc(-c2cc(C)c(N)cc2C)c(C)cc1N
i,CCOC(=O)c1[nH]c2c(OCC)nc(OCC)nc2c1Br
i,COc1ccc(-c2cc(C(F)(F)F)nc(S(=O)(=O)CCCC(=O)Nc3cccnc3Cl)n2)cc1OC
i,O=C(Nc1ccccc1)C1CCN(S(=O)(=O)c2cccs2)CC1
i,O=C(CN1C(=O)CSc2ccc(S(=O)(=O)N3CCCCCC3)cc21)NCCc1ccccc1
i,Nc1c(N(Cc2ccccc2)C(=O)COc2ccc([N+](=O)[O-])cc2)c(=O)[nH]c(=O)n1Cc1ccccc1
i,Cc1cccc(CN(C)C)c1CC(O)(c1ccccc1)c1ccccc1
i,CN(Cc1ccccc1)C(=O)c1ccc(NC(=O)Cc2ccc(NC(=O)C3CCCN(C(=O)CCc4ccccc4)C3)cc2)cc1 (stereo not given)
i,O=C(NC1CC1)c1cccc(NC(=O)C2CCN(S(=O)(=O)c3cccc(C(F)(F)F)c3)CC2)c1
i,CCCN(CC(=O)Nc1ccc(F)c(F)c1F)C(=O)c1cc(S(=O)(=O)N(C)C)ccc1N1CCCC1
i,C(=NOCc1ccccc1)c1ccncc1
i,Nc1ncc(S(=O)(=O)c2ccc([N+](=O)[O-])cc2)s1
i,COc1ccccc1-n1c(SCC(=O)N(C)C)nnc1-c1ccco1
i,COc1ccc(CN(C)C(=O)c2cccc(NC(=O)CC3SC(N4CCCCC4)=NC3=O)c2)c(OC)c1 (stereo not given)
i,O=C(Nc1ccccc1)OCCCCOC(=O)Nc1ccccc1
i,CN(C(=O)c1cccc(NC(=O)Cc2ccc(NC(=O)C3CCCN(C(=O)CCc4ccccc4)C3)cc2)c1)C1CCCC1 (stereo not given)
i,Cc1ccc(NC(=O)c2ncn(CC(=O)NCC(C)c3ccccc3)n2)cc1C (stereo not given)
i,N#Cc1ccc(C(=O)N2CCC3CC2c2cc(-c4ccccc4)ccc23)cc1 (stereo not given)
i,Cc1ccc2cc(N)ccc2n1

Taken from the entries so far (six entries):
KCNK3 block,smiles
i,O=C(CN1C(=O)CSc2ccc(S(=O)(=O)N3CCCCCC3)cc21)NCCc1ccccc1
i,Nc1c(N(Cc2ccccc2)C(=O)COc2ccc([N+](=O)[O-])cc2)c(=O)[nH]c(=O)n1Cc1ccccc1
i,Cc1cccc(CN(C)C)c1CC(O)(c1ccccc1)c1ccccc1
i,CN(Cc1ccccc1)C(=O)c1ccc(NC(=O)Cc2ccc(NC(=O)C3CCCN(C(=O)CCc4ccccc4)C3)cc2)cc1 (stereo not given)
i,O=C(NC1CC1)c1cccc(NC(=O)C2CCN(S(=O)(=O)c3cccc(C(F)(F)F)c3)CC2)c1
i,CCCN(CC(=O)Nc1ccc(F)c(F)c1F)C(=O)c1cc(S(=O)(=O)N(C)C)ccc1N1CCCC1

Remaining list, next part
KCNK3 block,smiles
i,O=C(OCc1ccccc1)N(CCCCN(CCCNCc1ccccc1)C(=O)OCc1ccccc1)CCCNCc1ccccc1
i,O=C(/C=C/c1ccccc1)Nc1cccc(C(=O)NCCCCc2ccccc2)c1
i,CCN(c1ccccc1)S(=O)(=O)c1cccc(C(=O)NCC(c2ccc(F)cc2)N2CCOCC2)c1 (stereo not given)
i,COc1cccc(NC(=O)C(C)Sc2nnc(C3CC3)n2C2CC2)c1 (stereo not given)
i,CCCCN1CC(COCc2ccccc2)OCCS1(=O)=O (stereo not given)
i,COc1ccc(CNC(=O)C[C@H]2C[C@H](C(=O)N3CCOCC3)[C@@]3(C)c4[nH]c5ccc(Cl)cc5c4CCN3C2=O)cc1OC
i,CC(C)(C)OC(=O)N(CCc1ccccc1)Cc1ccc(OCc2cccc(NC(=O)/C=C/c3ccccc3)c2)cc1
i,Nc1nc(Cl)nc2c1ncn2C1OCC(O)C(O)C1O (stereo not given)
i,COc1ccccc1C(=O)C(=O)c1ccccc1OC
i,c1ccc(-c2ccncn2)cc1
i,O=[N+]([O-])c1ccc(COc2cccc(CN3CCOCC3)c2)cc1
i,COc1ccc(NC(=O)CN(C)C(=O)C2CC(=O)N(CCc3ccc(OC)c(OC)c3)C2)cc1 (stereo not given)
i,Nc1ccccc1N=c1ssnc1Cl
i,Cc1ccc(S(=O)(=O)N2[C@@H](c3ccc(C(C)(C)C)cc3)C(C(=O)O)=CC[C@H]2c2cccs2)cc1
i,Nc1ccc2cccc(O)c2c1
i,O=C(C(=Cc1ccccc1)CN1CCCCC1)c1ccccc1
i,CC(=O)N1CCOc2ccc(S(=O)(=O)NC[C@H]3O[C@@H](n4cnc5c(N)ncnc54)[C@H](O)[C@@H]3O)cc21
i,CCOC(=O)N1CCC2CC1c1cc(-c3cccc(OC)c3)ccc12 (stereo not given)
i,Cc1ccc(S(=O)(=O)N2CCN(CC(=O)Nc3ccccc3Cl)CC2)cc1
i,CC[C@]12c3[nH]c4cc(-c5ccco5)ccc4c3CCN1C(=O)[C@@H](CC(=O)NC(C)(C)C)C[C@@H]2C(=O)N1CCN(C(=O)C2CC2)CC1
i,CNc1nnc(SCC(=O)c2c(N)n(C3CC3)c(=O)[nH]c2=O)s1
i,CCN(CC)S(=O)(=O)c1ccc(N2CCN(C)CC2)c(NC(=O)CN2C(=O)NC3(CCCCC3)C2=O)c1
i,O=C(NNc1ccccc1)C(=O)NNc1ccccc1
i,COc1ccccc1-c1cccc([C@@H]2C[C@H]3[C@H](CON3C)CN2Cc2ccccc2)c1
i,O=S(=O)(Nc1ccc(Cl)cc1NS(=O)(=O)c1ccccc1)c1ccccc1
i,Nc1ncnc2c1ncn2-c1ccccc1Cl
i,Cc1cc2c(cc1C)C(=O)C(=O)N2
i,COc1ccccc1C(C(C(=O)c1ccccc1)N1CCOCC1)N1CCOCC1 (stereo not given)
i,Cc1cccc(Nc2c(O)nc[nH]c2=O)c1
i,COC(=O)c1sc(S(=O)(=O)N2CC(C)OC(C)C2)c(C(=O)OC)c1C (stereo not given)
i,O=C(CS(=O)(=O)c1ccccc1)Nc1ccccc1Br
i,CC[C@]12c3[nH]c4cc(CCC(=O)N(C)C)ccc4c3CCN1C(=O)[C@@H](CC(=O)NCCc1ccccn1)C[C@@H]2C(=O)N1CCN(C(=O)c2ccco2)CC1
i,Cc1ccc(-c2noc(CCC(=O)N3CCN(c4cc(C)ccc4C)CC3)n2)cc1
i,CCN(CC)CCNC(Cc1ccccc1)c1cccc(OC)c1 (stereo not given)
i,O=C(CCc1ccccc1Cl)Nc1cc(S(=O)(=O)N2CCOCC2)ccc1N1CCCC1
i,O=C(CCN1CCC2CCC(C2)C1)c1ccc(F)cc1 (stereo not given)
i,Oc1ccccc1C=NNc1nc2ccccc2s1
i,COc1ccc(-c2ccc3c(c2)C2CC3CCN2C(=O)C(C)(C)C)cc1 (stereo not given)
i,Cn1c(=O)c2[nH]c(C3CCC3)nc2n(C)c1=O
i,CSCCC(NC(=O)COc1ccccc1)C(=O)N1CCN(c2cccc(C(F)(F)F)c2)CC1 (stereo not given)
i,CN(c1ccccc1)S(=O)(=O)c1ccc(NC(=O)CC(=O)c2ccccc2)cc1
i,O=c1[nH]c(=O)n(C(c2ccccc2)(c2ccccc2)c2ccccc2)cc1N(CCO)CCO
i,O=C1OCC2=C1C(c1ccc(F)cc1)c1cc3c(cc1N2)OCO3 (stereo not given)
i,Nc1ncnc2c1ncn2[C@@H]1O[C@H](CNC(=O)[C@@H](N)Cc2ccc(C(F)(F)F)cc2)[C@@H](O)[C@H]1O
i,COc1ccc(-c2noc(CCC(=O)N3CCN(c4ccccc4OC)CC3)n2)cc1

Only part of the results is shown; rates above refer to the full screens.
